Compound activity (PubChem BioAssay)
D2 antagonist = D2 dopamine receptor (human) antagonism. P14416. HEK293 TREx D2 cells, calcium flux, dopamine EC80. inhibition, % at 10 µM. 2% of 340,000 active; in the data active = inhibition above about 30%; also: 0% is about no effect
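Tetracycline-induced HEK293 T-REx cells expressing D2 force-coupled to calcium signalling were dye-loaded, exposed to compound for 180 s, then challenged with an EC80 of dopamine; calcium flux was followed kinetically for a further 180 s.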
LDHA inh = blocks human lactate dehydrogenase A; AID 1347041; purified LDHA, NADH/diaphorase-resazurin fluorescence; hits give low values; 0.15% of 480,000 active; activity change, % (values are at about 110 or 230 µM); in the data active = activity change below about -30%; inconclusive = mostly about -25% to -30%;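 also: plate controls were DMSO wells for no effect and wells without enzyme for full effect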
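Human LDH5 (2 nM) was incubated with 0.06 mM NADH and 0.2 mM pyruvate for 5 min at room temperature in Tris pH 7.4. Remaining NADH was coupled through diaphorase/resazurin, and resorufin fluorescence was read at 0 and 20 min.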
Vif-APOBEC3F blk = inhibitors of Vif-A3F interaction | HeLa A3F-eYFP + Vif (tagged APOBEC3F with the HIV-1 protein that degrades it), YFP fluorescence increase | Potency, µM (series often up to 46.1 µM), inactives show at the highest dose activity, negative = active | 0.2% of 390,000 active | AID 602313; also: potency is read from the fitted curve at half-maximal effect; % of control where 0% means no effect; nearly all actives have a fitted effect of over 65% in size
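Fluorescence increase (Ex 488/Em 500-530) after overnight compound treatment at 37 deg C flags inhibition of Vif-driven A3F-eYFP loss in stable HeLa A3F-eYFP/Vif cells seeded overnight beforehand.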
Vif-A3G inh = inhibitors of Vif-APOBEC3G interaction; Q9HC16; HeLa A3G-eYFP + Vif (tagged APOBEC3G with the HIV-1 protein that degrades it), YFP fluorescence, overnight; Potency, µM (top dose mostly 46.1 µM), without a hit: at the top dose activity, negative = active, usual class: inhibitors; 0.076% of 410,000 active;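 also: potency is read from the fitted curve at half-maximal effect; % is scaled to controls: 0 for no effect and ±100 for the full control effect; nearly all actives have a fitted effect of over 60% in size; hits raise eYFP signal because A3G escapes Vif-driven loss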
Target sequence (Q9HC16 whole entry, looked up): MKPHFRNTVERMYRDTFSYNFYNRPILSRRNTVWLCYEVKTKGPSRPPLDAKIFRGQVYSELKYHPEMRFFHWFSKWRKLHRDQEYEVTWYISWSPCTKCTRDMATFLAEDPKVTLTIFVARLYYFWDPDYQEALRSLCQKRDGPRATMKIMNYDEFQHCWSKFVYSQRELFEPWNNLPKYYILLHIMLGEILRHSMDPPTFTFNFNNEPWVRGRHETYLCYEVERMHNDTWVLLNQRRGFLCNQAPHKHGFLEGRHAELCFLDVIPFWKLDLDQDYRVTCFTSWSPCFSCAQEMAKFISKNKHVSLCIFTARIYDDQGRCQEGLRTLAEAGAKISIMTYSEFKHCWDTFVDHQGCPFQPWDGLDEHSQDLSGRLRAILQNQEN
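HeLa cells stably expressing Vif and C-terminally eYFP-tagged A3G, seeded overnight at 37 deg C, then exposed to compound by pintool overnight at 37 deg C. Rise in yellow fluorescence (Ex 488/Em 500-530, Acumen) marks blocked Vif-driven A3G degradation.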
D2 agonist = agonists of human D2 dopamine receptor; HEK293 T-REx D2 cells, calcium flux agonist mode; P14416; activation, % at 2 µM; 0.53% of 340,000 active; AID 485358;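 active = activation over 3 SD above normal in the single-dose calcium agonist read, cut at about 30% in these data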; also: 0% is about no effect
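Tetracycline-induced HEK293 T-REx cells with force-coupled D2 receptor, plated overnight at 30 C, loaded with no-wash calcium dye. After a 10 s baseline, compound was pin-added and calcium flux read kinetically for 180 s; calcium rises flagged agonists.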
RGS4 inh = blocks human RGS4-accelerated GTP hydrolysis | 0.039% of 390,000 active | Transcreener GDP fluorescence polarization, RGS4-accelerated GTP hydrolysis | P49798 | Potency, µM (titrated, usually from 114 µM), for inactives: top-dose activity change, negative = inhibition, usual class: inhibitors; also: potency is read from the fitted curve at half-maximal effect; % is scaled to controls: 0 for no effect and ±100 for the full control effect; nearly all actives have a fitted effect of over 75% in size; some results filed as inactive show a strong effect at the top dose
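MLSMR compounds (23 nl, pin-transferred) preincubated 10 min at room temperature with a 500nM (2x) first reagent, then RGS4 at 900nM (2x) plus Transcreener GDP mix added; fluorescence polarization (620/688 nm) read before and after 90 min at 30 °C.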
ERG-DNA inh = ERG Ets/DNA interaction inhibition; AID 624246; P11308; 0.028% of 370,000 active; Potency, µM (titrated, usually from 76.9 µM), without a hit: at the highest dose FP activity, negative = inhibition, usual class: inhibitors; fluorescence polarization, His-ERG Ets domain / labelled DNA; active = well fitted inhibition curve with a large enough effect in the polarisation, with a control signal flat; inconclusive = small, poorly fitted or top-dose-only effect, or effect the other way, or a change in a side signal; inactive = no such curve, though single readings can be large or run the other way; the % refers to the polarisation;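 also: polarization taken with two DNA probes labelled with fluorescein and Texas red; potency is read from the fitted curve at half-maximal effect; % of control where 0% means no effect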
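His-tagged ERG Ets domain (1 uM in the protein solution; 300mM KCl, 50mM Tris-HCl, 1mM EDTA, 1mM DTT, pH 7.5) received compound, then a probe mix of 5 nM fluorescein-DNA and 100nM Texas-615-DNA. Fluorescence polarization was read for both dyes.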
Glioma ERSR ind = ER stress response induction in glioma. U87-MG GRP78 promoter luciferase reporter, 16 h. Potency, µM, for the others: top-dose activation, hits mostly activators. 0.02% of 420,000 active; also: potency is read from the fitted curve at half-maximal effect; series mostly up to about 76 µM; % of control where 0% means no effect; nearly all actives have a fitted effect of over 35% in size
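ERSR induction read as luciferase luminescence (Bright-Glo, 10 min at room temperature) in stably transfected human U87-MG glioma cells exposed to compounds for 16 h, using GRP78 as sensor.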
ALOX12 inh = blocks human arachidonate 12S-lipoxygenase. P18054. purified 12hLO, xylenol orange hydroperoxide absorbance. Potency, µM (highest dose often 108 µM), for the others: at the highest dose activity change, negative = inhibition, most hits filed as inhibitors. 1.1% of 580,000 active. AID 1671190; also: potency is read from the fitted curve at half-maximal effect; % is scaled to controls: 0 for no effect and ±100 for the full control effect
Target sequence (P18054 whole entry, looked up): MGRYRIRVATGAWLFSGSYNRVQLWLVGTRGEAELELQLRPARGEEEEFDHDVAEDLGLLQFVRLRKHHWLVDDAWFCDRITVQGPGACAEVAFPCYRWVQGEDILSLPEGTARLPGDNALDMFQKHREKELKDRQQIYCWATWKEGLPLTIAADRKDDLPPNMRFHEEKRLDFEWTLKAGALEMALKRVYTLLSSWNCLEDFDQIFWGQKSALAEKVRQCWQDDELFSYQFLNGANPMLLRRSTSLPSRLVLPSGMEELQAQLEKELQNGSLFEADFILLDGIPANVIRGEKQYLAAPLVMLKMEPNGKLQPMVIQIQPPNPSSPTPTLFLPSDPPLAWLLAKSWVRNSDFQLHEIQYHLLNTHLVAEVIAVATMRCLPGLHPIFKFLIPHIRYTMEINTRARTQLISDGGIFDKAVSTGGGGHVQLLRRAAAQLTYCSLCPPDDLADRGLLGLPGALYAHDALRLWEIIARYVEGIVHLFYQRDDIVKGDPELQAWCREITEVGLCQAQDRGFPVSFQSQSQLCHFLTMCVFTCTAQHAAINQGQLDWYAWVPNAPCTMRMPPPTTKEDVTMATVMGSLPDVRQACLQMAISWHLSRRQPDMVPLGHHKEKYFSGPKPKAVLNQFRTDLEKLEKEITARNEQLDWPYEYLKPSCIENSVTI
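Purified human 12hLO at 150 nM in 25 mM Hepes, 0.01% Triton X-100, pH 7.0, preincubated 15 min at room temperature with compound. Reaction started with 40 uM arachidonic acid, 30 min at room temperature. Hydroperoxide measured by Fe-xylenol orange, 573/405 nm absorbance ratio.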
Active calls of the source: *; i = inactive; ? = inconclusive; . = not tested or not shown; & = joins results of further samples; [ ] = another dose, or the depositor's remark. Unless noted, calls follow the shape of the dose curve; as a rule, active = well fitted curve in the direction sought with a large enough effect; inconclusive = small, poorly fitted or top-dose-only effect, or another doubt; inactive = no such curve, though single readings can be large; an effect the other way counts as inactive or inconclusive. Not all compounds are listed; the hit share may differ from the screen's.

SMILES | D2 antagonist | LDHA inh | Vif-APOBEC3F blk | Vif-A3G inh | D2 agonist | RGS4 inh | ERG-DNA inh | Glioma ERSR ind | ALOX12 inh
C/C(CC(=O)N(C(C)C)C(C)C)=N\NC(=O)COc1ccc(Cl)cc1Cl | 9.0 | 1.7 | -12.7% | -5.3% | 1.1 | -11.4% | -1.4% | -2.6% | 18.4%
C/C(=N\NS(=O)(=O)c1ccc([N+](=O)[O-])cc1)c1ccc2c(c1)OCO2 | -13.7 | -4.8 | 2.2% | -4.0% | -0.5 | 13.5% | -11.9% | 0.5% | ?
COc1ccc(S(=O)(=O)NC2CC3CCC2C3)cc1Cl (stereo not given) | 5.0 | 6.7 | -12.2% | -7.3% | 0.2 | 9.3% | -3.9% | -4.5% | 4.4%
COc1cccc(CNC(=O)C2(C)Oc3ccccc3NC2=O)c1 (stereo not given) | -4.9 | -2.5 | . | 1.1% | 0.3 | -18.1% | -18.8% | -1.3% | 60.6%[activator]
NC(=O)C(Cc1ccccc1)NC(=O)C12CC3CC(CC(C3)C1)C2 (stereo not given) | 3.9 | 0.9 | -1.2% | -1.7% | 1.1 | -25.8% | -0.5% | -4.0% | 0.9%
Cc1cn2c(=O)cc(COc3cccc(NC(=O)c4cccc(F)c4)c3)nc2s1 | . | -1.8 | -0.8% | 2.5% | -1.0 | 23.3% | -5.4% | -1.9% | -15.8%
Fc1ccc(CNc2nc3ccccc3n3nnnc23)cc1 | 4.6 | -8.7 | 7.94µM* | ? | 1.2 | -6.3% | 15.8% | -1.6% | 14.0%
CC(C)(C)NC(=O)CCN(/N=C/c1ccccc1F)C1=NS(=O)(=O)c2ccccc21 | -3.4 | -3.2 | -0.3% | 2.4% | -0.3 | -12.7% | -8.8% | -0.5% | 0.6%
Cc1sc(NC(=O)c2ccccc2F)c(CN2CCCCC2C)c1C (stereo not given) | -2.3 | -2.7 | 2.6% | -3.6% | 0.2 | -21.8% | -2.9% | 7.7% | ?
NC(=S)N=Nc1c(O)n(C2OC(=O)c3ccccc32)c2ccccc12 (stereo not given) | -11.5 | -1.3 | -16.9% | -2.7% | 0.4 | ? | 0.3% | -1.6% | -14.5%
O=C(O)CSC1c2ccccc2C(=O)N1Cc1ccccc1 (stereo not given) | -0.8 | -8.1 | 3.5% | 3.0% | 0.5 | 18.0% | 3.4% | -1.9% | 412.3%[activator]
COc1ccc2nc(SCC(=O)Nc3nccs3)[nH]c2c1 | 10.1 | -10.2&1.4 | -11.3% | -3.0% | 0.1 | -29.6% | 3.8% | 2.2% | -18.7%&-17.8%
Cc1noc(C)c1S(=O)(=O)N1CCN(C(c2ccccc2)c2ccc(Cl)cc2)CC1 (stereo not given) | 3.4 | -3.4 | 1.1% | 0.1% | -1.3 | 6.6% | -1.5% | -7.0% | 455.8%[activator]
Cc1ccc2cccc(NC(=O)c3ccc(Br)o3)c2n1 | -30.1 | -1.4 | 1.0% | -7.7% | 2.1 | 10.8% | -1.3% | -4.3% | -4.1%
CC(=O)Nc1ccc2oc(-c3ccccc3Br)nc2c1 | -20.9 | -0.1 | 4.7% | -8.1% | 1.9 | 13.4% | 1.1% | -7.6% | -17.8%
COc1ccc(CN2[C@@H](CC(=O)O)c3ccccc3S2(=O)=O)cc1 | . | -1.4 | 3.8% | 0.4%&0.5% | . | -0.8% | 8.2% | -2.9%&-2.0% | 8.8%
Cc1cc(C)nc(SCC(=O)c2ccc([N+](=O)[O-])cc2)n1 | 22.2 | -5.4 | -0.2% | 0.5% | -0.1 | ? | 1.3% | -3.6% | ?
COc1ccc(NC(=O)c2c(N)no[n+]2[O-])cc1 | 0.0 | -4.4 | -10.0% | -9.4% | 1.2 | 6.8% | -5.5% | -5.3% | -15.7%
C=CCNC(=S)NNc1ncnc2sc3c(c12)CC(C)(C)OC3 | 11.8 | -0.5 | 2.4% | 3.4% | 0.8 | -24.7% | 6.0% | -2.5% | 0.0%
COc1ccc(CNC(=O)CCn2nc(C)c3c(C)n(-c4ccccc4)nc3c2=O)c(OC)c1 | -2.5 | -0.2&-3.1 | 1.4%&4.8% | -5.9%&-0.8% | -0.6&-0.8 | 9.4%&9.9% | -2.2%&-4.4% | 0.6%&-2.7% | -1.5%&-19.8%
C=CC1=C(C(=O)O)N2C(=O)C(NC(=O)Cc3ccccc3)C2SC1 (stereo not given) | . | -1.4 | -7.7% | -1.5% | . | -24.2% | . | 7.7% | -19.1%
Cc1cccc(NC(=S)NCCSc2ccc(Cl)cc2)c1 | 8.4 | -6.4 | 4.5% | 0.8% | 0.4 | 0.5% | 0.1% | -2.5% | ?
CO/N=C/NC(=O)c1c(OC)ccnc1Oc1ccc(Cl)cc1 | -39.4 | -0.3 | -2.2% | -0.7% | -0.3 | 16.9% | -3.2% | -1.4% | 10.3%
Cc1ccc(NC(=O)c2ccnc(C(C)(C)C)c2)cc1 | 1.8 | 0.5 | 2.7% | 2.4% | -1.0 | -15.9% | 3.1% | -6.9% | -5.1%
O=[N+]([O-])c1ccc(N2CCCCC2)s1 | -14.8 | 2.3 | 7.4% | 0.3% | 0.1 | 2.8% | -3.4% | -0.8% | ?

Next entries follow.
SMILES | D2 antagonist | LDHA inh | Vif-APOBEC3F blk | Vif-A3G inh | D2 agonist | RGS4 inh | ERG-DNA inh | Glioma ERSR ind | ALOX12 inh
CCCC(=O)N(CCN(Cc1ccccc1)C(=O)CCC)Cc1ccccc1 | -15.9 | -3.5 | -0.7% | -1.5% | 0.2 | -21.0% | 0.7% | -1.6% | 64.4%[activator]
CCCCC1C2=C(CC(C)(C)CC2=O)OC2=C1C(=O)CC(C)(C)C2 | -13.6 | -6.9 | 2.2% | -0.3% | 2.4 | 11.3% | -0.2% | -3.0% | -2.5%
Oc1ccc(CN2CCCCC2)c2cccnc12 | 2.7 | 13.5 | -10.3% | -1.1% | 0.6 | 7.6% | . | -4.8% | ?
Cc1cccnc1C(NC(=O)C1CCN(Cc2ccc(Cl)cc2)CC1)c1ccc(F)cc1 (stereo not given) | . | -7.0 | . | 1.8% | . | . | . | -3.8% | ?
CCSc1nc(N2CCOCC2)c2c(c1C#N)CC(C)(C)N(C)C2 | -1.7 | -3.6 | 1.3% | -0.8% | 0.2 | -1.9% | -15.7% | -1.2% | i
OB(O)c1csc2ccccc12 | . | -5.3 | . | -6.3% | . | 23.3% | . | -2.1% | .
O=[N+]([O-])c1ccc(NC2CCCCC2)nc1 | . | -6.7 | -8.0% | 0.0% | . | -15.3% | 7.6% | -2.0% | -16.7%
O=C(CNC(=O)c1cc2ccccc2o1)NCc1cccs1 | 3.0 | -7.7 | 0.0% | -23.6% | 0.6 | -0.7%[11.4 µM] | 0.0% | -0.7% | -10.7%
CN(Cc1cccnc1)C(=O)c1ccc(Cl)c(NS(=O)(=O)c2ccc(F)cc2)c1 | -6.3 | -3.5 | -7.9% | 1.5% | -0.1 | -25.7% | 4.9% | -3.8% | 8.5%
O=C(c1cc([N+](=O)[O-])ccc1Cl)N1CCN(Cc2ccc3c(c2)OCO3)CC1 | 44.2* | -0.4 | 2.1% | 1.1% | 1.2 | 11.2% | 7.6% | -6.2% | -12.9%
CC1(c2ccccc2)NC(=O)N(CC(=O)NCc2ccc3c(c2)OCO3)C1=O (stereo not given) | 7.9 | 0.0 | 6.7% | 5.6% | -0.6 | 2.3% | 5.6% | 4.4% | -2.5%
Cc1nn(C)c(N)c1[N+](=O)[O-] | -3.1 | -0.2 | 9.2% | -0.5% | 1.3 | -6.7% | -2.1% | 0.1% | 0.0%
C[C@H](CO)N1C[C@H](C)[C@@H](CN(C)S(=O)(=O)c2ccccc2)Oc2c(NC(=O)Cc3ccccc3)cccc2C1=O | . | 0.6 | 3.8% | -15.0% | . | 2.5% | 0.5% | -5.5% | -9.4%
CC(/C=N/NC(=O)c1ccc(Cn2cc([N+](=O)[O-])cn2)o1)=C\c1ccccc1 | 15.7 | -8.1 | -3.5% | -7.9% | -0.5 | -10.2% | 4.5% | 11.7% | -0.1%
Cc1cc(Cl)ccc1OCCCC(=O)N1CCN(S(=O)(=O)c2ccccc2)CC1 | -27.1 | 1.2 | 4.0% | -2.6% | 1.4 | 11.4% | 7.7% | -1.1% | -0.5%
Cc1ccc(CCNC(=O)CS(=O)Cc2nc(-c3ccccc3C)oc2C)cc1 (stereo not given) | . | -3.8&-12.6 | -2.0% | 2.7% | 0.4 | -8.6% | -3.7% | -4.6% | ?
Cc1cccc(OCCCC(=O)Nc2ccc(S(=O)(=O)Nc3ncccn3)cc2)c1C | -17.5 | -0.5 | 5.0% | -1.8% | -0.4 | 4.0% | -0.2% | -2.5% | 101.7%[activator]
Cc1cccc(OCC(=O)O/N=C(\N)c2ccccn2)c1C | 8.0 | -7.7 | ? | 3.0% | 0.3 | -40.9% | -4.0% | 1.6% | -7.0%
O=S(=O)(NCCc1nnc2ccc(SCc3cccnc3)nn12)c1ccccc1 | -9.3 | 3.1 | -2.6% | 2.4% | 0.1 | -20.3%[56.9 µM] | -2.7% | 3.4% | -11.7%
C[C@@H]1C=C(C(=O)N2CCN(Cc3ccccc3)CC2)O[C@H](OCc2ccc(CO)cc2)C1 | 1.5 | 7.0 | -2.2% | 4.4% | 0.0 | -12.0% | 7.0% | -1.9% | 0.0%
